Bioassay records deposited in PubChem BioAssay by National Center for Advancing Translational Sciences (NCATS).
TSHR antag: Antagonists of the Thyroid Stimulating Hormone Receptor: HTS campaign | activity change, negative = inhibition, % at 11.5 µM | TSHR-expressing cells, TSH-stimulated cAMP HTRF, 2 h; hits give low values | AID 504810, 2011 | 330,000 tested, 0.2% active;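 active = activity change below a set negative limit, meaning inhibition stronger than a set level, cut at about -70% in these data; inconclusive = activity change between two set negative limits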; note: % is set by controls: 0 for no effect and ±100 for the full control effect
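Cell-based HTRF cAMP assay; TSHR cells + compound, TSH EC80 (4nM final), 2 h, 37 deg C. Lysis with anti-cAMP cryptate and cAMP-d2, 30 min RT, read 665/620 nm.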
USP2a inh: qHTS Assay for Inhibitors of Ubiquitin-specific Protease USP2a Using CHOP2 as the Reporter | Ubiquitin carboxyl-terminal hydrolase 2 (Homo sapiens), O75604 | USP2 core, Ub-CHOP2 coupled fluorogenic reporter, 485/531 | Potency, µM (highest dose often 38.3 µM), for the others: at the highest dose activity change, negative = inhibition, actives largely listed as inhibitors | 330,000 tested, 0.01% active | AID 463254, 2010;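 note: potency is the fitted concentration of half-maximal effect; plate controls were DMSO wells for no effect and full inhibition by NEM control for full effect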
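Cell-free coupled assay: 10nM USP2 core preincubated 30min RT with compound in Tris-HCl pH 8.0/CaCl2/CHAPS buffer, then 25nM Ub-CHOP2 and 25nM reporter substrate; fluorescence (Ex 485/Em 531) read after 60min RT, normalized to NEM inhibition, concentration-response curves fitted.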
BCR signal inh: qHTS Assay to Find Inhibitors of Chronic Active B-Cell Receptor Signaling; 340,000 tested, 0.05% active; ABC-DLBCL IkBa-CBG/CBR reporter, luminescence ratio, 4 h; Potency, µM (titrated, usually from 46.1 µM), inactives show top-dose ratio change, negative = lower green/red ratio, most hits filed as inhibitors; active = well fitted inhibition curve with a large enough effect in the signal ratio, with a control signal flat, not every such curve was filed as active; inconclusive = small, poorly fitted or top-dose-only effect, or effect the other way, or a change in a side signal; the % refers to the signal ratio;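 note: potency is the fitted concentration of half-maximal effect; plate controls were basal doxycycline-induced cells for no effect and cells given 10 µM MG132 for full effect; MG132 reads +100%, hits lower the ratio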
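TMD8 human ABC-DLBCL cells with doxycycline-inducible IκBα–green luciferase fusion and unfused red luciferase, in 0.5% FBS medium; compounds up to 46 uM, 4 h at 37C. Green/red luminescence ratio, filter-overlap corrected, fitted to concentration-response curves.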
Mito fusion yeast: qHTS Assay for Small Molecule Inhibitors of Mitochondrial Division or Activators of Mitochondrial Fusion; S. cerevisiae fusion-defective mutant growth rescue, CellTiterGlo 48 h; Potency, µM (doses to about 46.1 µM), for inactives: at the highest dose growth rescue (activation), hits mostly activators; 320,000 tested, 0.23% active; AID 485298, 2010;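 note: potency is the fitted concentration of half-maximal effect; % of control where 0% means no effect; nearly all actives have a fitted effect of over 45% in size; temperature-sensitive fusion mutants such as fzo1-1 at 37 °C on non-fermentable ethanol glycerol medium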
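Growth-rescue viability read-out: after 48 h at the non-permissive 37C in glycerol/ethanol YPEG, yeast mitochondrial fusion mutants are measured by CellTiterGlo luminescence; compounds (23 nl pinned per well) restoring growth score as division inhibitors or fusion activators.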
ASM inhibitor: Inhibitors of Secretory Acid Sphingomyelinase (S-ASM): qHTS | Sphingomyelin phosphodiesterase (Homo sapiens), P17405 | 340,000 tested, 0.006% active | placental ASM, HMU-PC fluorogenic substrate, 60 min | Potency, µM (top dose mostly 57.5 µM), inactives show top-dose activity change, negative = inhibition, usual class: inhibitors; note: potency is the fitted concentration of half-maximal effect
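Human placenta-derived ASM preincubated with compound 10 min at room temperature, then reacted with 9 uM (final) fluorogenic HMU-PC substrate for 60 min at 37 C. Stop solution raises pH to 10; fluorescence read at Ex 386/Em 447 nm.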
GALK inhibitor: qHTS Assay for Inhibitors of Human Galactokinase (GALK); Purified GALK, Kinase-Glo residual ATP luminescence; Potency, µM (top dose mostly 57.5 µM), for the others: top-dose activity change, negative = inhibition, usual class: inhibitors; AID 1868, 2009; P51570; 270,000 tested, 0.007% active; note: potency is the fitted concentration of half-maximal effect; % is set by controls: 0 for no effect and ±100 for the full control effect
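ATP-depletion format; final 35 uM ATP, 100 uM D-galactose, 5 nM enzyme; pH 8.0 HEPES/Mg2+ buffer; 60 min RT; luminescence read 10 min after detection reagent.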
PKM2 activator: qHTS Assay for Activators of Human Muscle isoform 2 Pyruvate Kinase | Pyruvate kinase PKM (Homo sapiens), P14618 | purified PKM2, Kinase-Glo ATP luminescence, activation; response scale: 0% is enzyme alone, no compound | Potency, µM (doses to about 57.5 µM), without a hit: at the highest dose activation, usual class: activators | 260,000 tested, 0.34% active; note: potency is the fitted concentration of half-maximal effect; % is set by controls: 0 for no effect and ±100 for the full control effect; nearly all actives have a fitted effect of over 55% in size
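ATP formation by purified human PK-M2, quantified via coupled luciferase luminescence after 1 h at room temperature with 0.1 mM ADP and 0.5 mM PEP final.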
Eya2 inh: qHTS Assay for Inhibitors of the Phosphatase Activity of Eya2. Protein phosphatase EYA2 (Homo sapiens), O00167. recombinant Eya2, OMFP fluorescence dephosphorylation (OMFP is methylfluorescein phosphate). Potency, µM (top dose mostly 76.9 µM), for inactives: at the top dose activity, negative = inhibition, actives largely listed as inhibitors. 330,000 tested, 0.006% active; note: potency is the fitted concentration of half-maximal effect; % is set by controls: 0 for no effect and ±100 for the full control effect
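Eya2 (0.2 uM) preincubated 10 min at ambient with compound, then OMFP substrate added at 50 uM; 10 min reaction in 50 mM HEPES pH 7.5, 50 mM NaCl, 5 uM MgCl2, 0.05% BSA, 1 mM DTT. Fluorescence read at Ex 485/Em 525 nm.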
MBNL1-CUG inh: qHTS Assay for Inhibitors of MBNL1-poly(CUG) RNA binding; 280,000 tested, 0.036% active; Potency, µM (top dose mostly 57.5 µM), for inactives: at the highest dose activity change, negative = inhibition, actives largely listed as inhibitors; AID 2675, 2010; TR-FRET MBNL1-His/biotin-(CUG)12 binding, 665/545 ratio; Muscleblind-like protein 1 (Homo sapiens), Q9NR56; active = well fitted inhibition curve with a large enough effect in the signal ratio, with a control signal flat, not every such curve was filed as active; inconclusive = small, poorly fitted or top-dose-only effect, or effect the other way, or a change in a side signal; inactive = no such curve, though single readings can be large or run the other way; the % refers to the signal ratio; note: potency is the fitted concentration of half-maximal effect; % is set by controls: 0 for no effect and ±100 for the full control effect
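Compounds (final 92 nM to 58 uM) are added to His-tagged MBNL1 and biotin-(CUG)12, then terbium anti-His antibody and streptavidin-XL665 (5 nM final). After 60 min at room temperature, the 665/545 nm ratio is read.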
KCNH2 WT inh: qHTS for Inhibitors of KCHN2 3.1: Wildtype qHTS | 340,000 tested, 0.37% active | Voltage-gated inwardly rectifying potassium channel KCNH2 (Homo sapiens), Q12809 | activity change, % at 1.84 µM | AID 720551, 2013 | U2OS, BacMam KCNH2, thallium flux FluxOr; hits give low values;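 active = maximum activity change below -70%; inconclusive = maximum activity change between -70% and -50%; inactive = maximum activity change above -50%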; note: % is set by controls: 0 for no effect and ±100 for the full control effect
Target sequence (Q12809 whole entry, looked up): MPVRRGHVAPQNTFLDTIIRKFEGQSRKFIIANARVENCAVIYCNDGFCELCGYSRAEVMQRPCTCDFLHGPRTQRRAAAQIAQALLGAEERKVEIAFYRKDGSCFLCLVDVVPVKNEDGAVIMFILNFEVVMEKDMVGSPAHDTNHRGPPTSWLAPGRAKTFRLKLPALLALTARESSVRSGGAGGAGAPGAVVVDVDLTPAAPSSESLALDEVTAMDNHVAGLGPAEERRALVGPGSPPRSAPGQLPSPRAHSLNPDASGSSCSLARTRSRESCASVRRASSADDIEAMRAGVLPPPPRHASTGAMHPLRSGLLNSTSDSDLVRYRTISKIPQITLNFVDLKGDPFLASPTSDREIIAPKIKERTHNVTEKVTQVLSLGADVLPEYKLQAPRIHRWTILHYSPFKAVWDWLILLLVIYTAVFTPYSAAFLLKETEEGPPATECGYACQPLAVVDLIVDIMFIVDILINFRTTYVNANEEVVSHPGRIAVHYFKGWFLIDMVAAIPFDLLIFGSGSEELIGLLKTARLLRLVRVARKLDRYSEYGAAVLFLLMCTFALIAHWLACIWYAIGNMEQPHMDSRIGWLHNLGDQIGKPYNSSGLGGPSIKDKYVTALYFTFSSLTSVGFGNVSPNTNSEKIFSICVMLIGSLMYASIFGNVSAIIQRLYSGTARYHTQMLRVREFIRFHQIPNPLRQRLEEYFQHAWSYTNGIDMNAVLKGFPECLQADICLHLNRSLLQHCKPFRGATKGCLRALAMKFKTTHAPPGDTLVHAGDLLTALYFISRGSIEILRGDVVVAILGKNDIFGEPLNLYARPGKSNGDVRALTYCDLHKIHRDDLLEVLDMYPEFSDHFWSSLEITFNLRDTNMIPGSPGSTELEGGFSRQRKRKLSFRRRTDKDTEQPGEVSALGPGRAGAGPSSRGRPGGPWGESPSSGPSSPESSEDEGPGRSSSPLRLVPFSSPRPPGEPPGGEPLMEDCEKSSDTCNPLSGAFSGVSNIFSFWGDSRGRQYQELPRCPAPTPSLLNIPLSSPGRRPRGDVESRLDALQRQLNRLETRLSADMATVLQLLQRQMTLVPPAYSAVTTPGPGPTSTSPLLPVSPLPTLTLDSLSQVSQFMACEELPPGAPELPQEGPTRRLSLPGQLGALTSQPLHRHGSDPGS
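U2OS cells transduced with wild-type KCNH2 virus are loaded with FluxOr dye for 45 min, and thallium flux is measured in kinetic reads before and after stimulation buffer. Rate constants are normalized to DMSO controls.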
Menin-MLL TR inh: qHTS Assay for Inhibitors Targeting the Menin-MLL Interaction in MLL Related Leukemias: Competition With Texas Red Labeled MLL-derived Mutant Peptide; O00255; Menin + Texas Red MLL mutant peptide, fluorescence polarization; Potency, µM (highest dose often 61.6 µM), inactives show top-dose FP activity change, negative = inhibition, usual class: inhibitors; 270,000 tested, 0.23% active; active = well fitted inhibition curve with a large enough effect in the polarisation, with a control signal flat, not every such curve was filed as active; inconclusive = small, poorly fitted or top-dose-only effect, or effect the other way, or a change in a side signal; inactive = no such curve, though single readings can be large or run the other way; the % refers to the polarisation; note: potency is the fitted concentration of half-maximal effect; % of control where 0% means no effect; many of its hits are not listed in these tables
Starred values were filed as active, the others as inactive; ? = inconclusive; . = no result given; [ ] = dose if it differs, or a comment. Unless noted, calls come from the whole dose curve; as a rule, active = well fitted curve in the direction sought with a large enough effect; inconclusive = small, poorly fitted or top-dose-only effect, or another doubt; inactive = no such curve, though single readings can be large; an effect the other way counts as inactive or inconclusive. These rows are one share of the data. The share of hits here may be higher or lower than overall.

Every second line gives: TSHR antag	USP2a inh	BCR signal inh	Mito fusion yeast	ASM inhibitor	GALK inhibitor	PKM2 activator	Eya2 inh	MBNL1-CUG inh	KCNH2 WT inh	Menin-MLL TR inh
C=CCn1c(N2CCCC2)nc2c1c(=O)n(C)c(=O)n2C
  30	-4%	9%	2%	-1%	-5%	1%[11.5 µM]	9%	-6%	24	2%
COC(=O)C1=NN(C(=O)c2cccc(Cl)c2)C(O)(C(C)(C)C)C1 (configuration not stated)
  29	4%	?	-16%	-2%	2%	-2%	1%	27%	-2	6%
CCOC(=O)CSc1nnc(NCC(=O)OC(C)C)c(=O)[nH]1
  -4	2%	-26%	-1%	2%	0%	8%	3%	9%	-8	-1%
CC(=O)NCCc1ccc(C(=O)Cn2cnc3ccccc3c2=O)cc1
  15	1%	3%	10%	5%	-1%	.	-21%	-3%	-1	-9%
O=C(Nc1nncs1)c1cccc(S(=O)(=O)N2CCCCC2)c1
  0	-2%	?	-4%	-2%	1%	-2%	-7%	-10%	-4	-9%
CC(C)=CCc1c(O)ccc2c1OC(c1ccc(O)c(O)c1)CC2=O (configuration not stated)
  -3	4%	11%	14%	-11%	-3%	?	-12%	1%	4	?
CCCOP(=O)(c1ccc(N(C)C)cc1)C(O)c1ccncc1 (configuration not stated)
  6	0%	?	-1%	0%	1%	-2%	9%	8%	-5	-11%
COC(=O)c1ccc(NC(CC(C)C)C(=O)OC)c([N+](=O)[O-])c1 (configuration not stated)
  -13	-2%	0%	14%	-13%	-1%	-1%	-22%	35%[activator]	-1	-8%
CCCC(=O)N/C(N)=N/c1nc2ccccc2o1
  1	1%	?	4%	-1%	4%	-4%	3%	.	-2	.
O=C(C1CCCN(C2CC(=O)N(c3ccc(F)cc3)C2=O)C1)N1CCCC1 (configuration not stated)
  9	-1%	-1%	-12%	2%	-6%	1%	-12%	1%	-5	.
CC(C)(C)OC(=O)N1CCC(c2c(C(=O)NC3CC3)cnn2-c2ccc(Cl)cc2)CC1
  -9	4%	0%	24%	-3%	-1%	2%[0.46 µM]	-25%	3%	10	-13%
FC(F)(F)c1cccc(Cn2nnnc2-c2cc(Cl)cc(Cl)c2)c1
  -13	-2%	19%	1%	-11%	.	3%	-20%	-5%	19	8%
O=C(CCNC(=O)c1ccc([N+](=O)[O-])cc1)Nc1ccccc1N1CCCCC1
  -8	1%	-1%	19%	-2%	.	.	-28%	.	4	.
O=C(Nc1cc(S(=O)(=O)N2CCOCC2)ccc1Cl)C1CCC1
  4	0%	?	1%	1%	.	.	-7%	.	1	.
CN1CCN(S(=O)(=O)c2ccc(Oc3ccc(F)cc3Br)nc2)CC1
  -1	-3%	-21%	0%	-5%	4%	1%	-16%	-2%	10	.
COc1ccc(C(C)=O)cc1CN1C(=O)NC(c2ccccc2)(c2ccccc2)C1=O
  -3	-1%	3%	-1%	-5%	5%	-2%	-1%	-4%	3	-29%
O=C1CC(NNC(=O)c2ccccc2)C(=O)N1 (configuration not stated)
  4	3%	-8%	3%	3%	0%	0%	-7%	-10%	-2	-12%
O=C(Nc1cc(S(=O)(=O)N2CCOCC2)ccc1N1CCCC1)c1cccnc1Cl
  1	-2%	0%	-1%	3%	2%	-3%	-17%	-2%	-9	.
COc1ccc(CCNC(=O)C(=O)c2cn(CC(=O)N3CCOCC3)c3ccccc23)cc1
  -6	0%	?	1%	-3%	-1%	.	6%	7%	-24	.
CCOC(=O)C1(CC2CCCCO2)CCN(Cc2cn[nH]c2-c2cccc(F)c2)CC1 (configuration not stated)
  -5	2%	0%	-8%	-3%	-2%	1%	-2%	-4%	-17	-7%

The list goes on; the last 2 above are carried over.
Every second line gives: TSHR antag	USP2a inh	BCR signal inh	Mito fusion yeast	ASM inhibitor	GALK inhibitor	PKM2 activator	Eya2 inh	MBNL1-CUG inh	KCNH2 WT inh	Menin-MLL TR inh
COc1ccc(CCNC(=O)C(=O)c2cn(CC(=O)N3CCOCC3)c3ccccc23)cc1
  -6	0%	?	1%	-3%	-1%	.	6%	7%	-24	.
CCOC(=O)C1(CC2CCCCO2)CCN(Cc2cn[nH]c2-c2cccc(F)c2)CC1 (configuration not stated)
  -5	2%	0%	-8%	-3%	-2%	1%	-2%	-4%	-17	-7%
Cc1cc(N2C(=O)C(O)=C(C(=O)c3cc4ccccc4o3)C2c2cccs2)no1 (configuration not stated)
  1	1%	4%	3%	9%	1%	.	-5%	201%[activator]	0	.
O=c1[nH]c(-c2ccc(Cl)cc2)nc(=S)[nH]1
  -5	0%	?	2%	1%	1%	1%	6%	-10%	-2	.
C=CCNc1nc(C(=O)OCC(=O)c2cccc(Br)c2)cs1
  -3	-1%	1%	5%	0%	.	.	-10%	.	-6	.
Cc1nn(Cc2ccccc2)c2sc(C(=O)NCc3cccnc3)cc12
  11	1%	?	0%	-3%	4%	0%	-2%	1%	-3	-1%
COc1ccc(-c2ccc3c(c2)O/C(=C\c2ccsc2)C3=O)cn1
  -7	1%	1%	.	171%[activator]	.	.	3%	.	.	.
CC(C)C(NC(=O)c1ccc(C(C)(C)C)cc1)C(=O)OCC(=O)NC(=O)Cc1ccccc1 (configuration not stated)
  12	-2%	?	-3%	-1%	1%	0%	-5%	-9%	1	9%
CC(=O)Nc1ccc(NC(=O)CSc2nnc(-c3cccs3)n2N)cc1
  -11	-1%	?	3%	-3%	.	.	-24%	.	-5	.
COCc1nnc(NC(=O)c2cccc(NC(=O)C(C)C)c2)s1
  -9	-1%	1%	0%	4%	1%	-26%	6%	-15%	-1	6%
COc1ccc(S(=O)(=O)N(CC(=O)Nc2ccc3c(c2)OCO3)c2ccccc2OC)cc1
  72	2%	?	0%	-5%	9%	4%	-2%	9%	-11	6%
CC1=C(C(=O)OCC2CCCO2)C(c2ccc(C)cc2)C2=C(CC(C)(C)CC2=O)N1 (configuration not stated)
  39	1%	12%	0%	.	-1%	-9%	-7%	-3%	-3	2%
O=C(O)C1C2C=CC(C2)C1C(=O)NCc1ccccc1F (configuration not stated)
  -3	4%	4%	4%	4%	-4%	3%	-21%	-11%	-6	5%
CN(c1ccccc1)S(=O)(=O)c1ccc(Cl)c(C(=O)Nc2nn[nH]n2)c1
  -7	4%	1%	3%	-1%	8%	0%	-7%	-7%	8	-7%
COc1ccccc1N=C1NC(=O)/C(=C/c2ccc(N(C)C)cc2)S1
  -10	8%	?	2%	-13%	8%	-2%[11.5 µM]	?	?	-17	?
CCC(=O)c1ccc(OCC(=O)Nc2ccccc2C(=O)NC2CC2)cc1
  3	-5%	-2%	-1%	1%	.	.	10%	.	-1	.
